Assay outcomes (PubChem BioAssay)
Hep lipid drop: modulators of hepatic lipid droplet formation | AML12 mouse hepatocytes, oleate lipid droplets, BODIPY imaging | inhibition, % at 6.5 µM | hit rate 0.4% among 240,000 | AID 1656;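 active = lipid droplet intensity inhibited by at least 50%, with more than 500 cells counted; inconclusive = wells with under 300 cells, treated as cytotoxic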
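Assay system: AML12 hepatocytes (mouse) / Also added: 100 µM oleic acid challenge / Times: overnight treatment with compound plus oleate / Detection: high-content imaging of BODIPY-stained droplets and DAPI nuclei / Evaluation: % inhibition of lipid droplet signal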
Dynein cargo inh: dynein cargo transport inhibition; hit rate 0.47% among 220,000; AID 1381; 3617.4 mouse cells, GR-EGFP nuclear translocation imaging; test concentration mostly 20 µM; stimulated with dexamethasone, 1 µM; hits give low values; z-score, hits read low;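 active = plate z-score of nuclear minus cytoplasmic receptor signal below a set negative limit, without overly bright fluorescence or cell loss, cut at about -3.5 in these data, passing the limit was not always enough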;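 note: z-score of nuclear minus cytoplasmic ring GR-EGFP intensity difference per well; some compounds called inactive have numbers as strong as hits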
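Buffer or medium: tet-free, stripped-serum medium; reagent: dexamethasone at 1.0 µM final, 30 min; incubation: 48 h induction, 1 h compound, 30 min dex at 37 °C; measured by: formaldehyde fixation, Hoechst nuclear stain, 10x automated fluorescence imaging; read-out: nuclear-to-cytoplasmic GR-EGFP distribution per well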
Insulin prom up: MIN6 insulin promoter up-regulation; MIN6 insulin promoter-GFP reporter, high-content imaging; hits give high values; z-score at 5 µM; hit rate 0.3% among 190,000; AID 1625;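 active = z-score above 3 at 5 µM with at least 500 cells counted in the well; inconclusive = wells under 500 cells, flagged as cytotoxic or low count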
TNAP activation fold: human TNAP enzyme activators, primary screen, biochemical, luminescent, no phosphate acceptor, uHTS (AID 1001); hit rate 0.03% among 200,000; purified TNAP, luminescent activation assay, no phosphate acceptor; higher activation fold means a stronger effect; activation fold at 20 µM; hits with a dose series show EC50 in µM; in the data active = activation fold from about 3, or a potency from the dose series; inactive = the rest, 99 in 100 with activation fold below about 1.6; note: many of its hits are not listed in these tables
b-catenin transl: alters nuclear translocation of beta-catenin in HeLa cells; hit rate 0.3% among 190,000; immunofluorescence imaging; AID 1665; nuclear translocation activity, % at 5 µM;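 active = nuclear translocation activity above 50% at 5 µM, with a well cell count of 50 or more; inconclusive = wells under 50 cells across six images, flagged as toxic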;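 note: per-cell ratio of nuclear to cytoplasmic median beta-catenin stain intensity; plate controls were DMSO negative control for no effect and GSK-3 inhibitor IX positive control for full effect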
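Test system: human HeLa cell line; Doses: 5 µM primary, 0.02–20 µM confirmation; Incubation: 24 h compound exposure, 37°C; Detection: beta-catenin immunofluorescence imaging with DAPI; Read-out: beta-catenin nuclear/cytoplasmic ratio, % activation.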
PMI inhibitors: inhibitors of human PMI, primary screen, biochemical, fluorescence intensity, coupled assay (AID 1209); purified PMI enzyme, coupled fluorescence intensity; higher % means a stronger effect; inhibition, % at 20 µM; hits with a dose series show IC50 in µM; hit rate 0.42% among 190,000; in the data active = inhibition above about 50%;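 note: plate controls were DMSO vehicle for no effect and wells lacking substrate for full effect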
T cell HTS: modulates CD8 T cell binding to vesicles. hit rate 0.068% among 330,000. calls only at 7 µM. AID 2052. 2C CD8+ T cell-vesicle binding, flow cytometry; hits give low values;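 active = response, share of CD8 T cells binding vesicles, and their 90th percentile fluorescence all below set limits, cut at about 80% in these data, passing the limit was not always enough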
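Also added: QL9-peptide-loaded Drosophila micro-vesicles bearing Ld, ICAM-1 and B7-1; Test system: purified 2C TCR transgenic mouse naive CD8+ T cells; Measured by: cytometric PE anti-B7-1 and Alexa647 anti-CD8 signals after 1% paraformaldehyde fixation; Timing: binding step 1.5 h, 37 °C, antibody labelling 20 min, ice.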
MT stabilizer: microtubule stabilizers in HeLa cells; AID 2205; hit rate 0.83% among 200,000; % tubulin-high responders, % at 10 µM; HeLa tubulin immunostaining HCS, 24 h; share of cells brighter than vehicle mean+2SD;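 active = plate Z-score above 3 for both tubulin-high and condensed-nucleus cell shares, with cell loss under 80%, at 10 µM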;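 note: anti alpha tubulin signal scored within the nucleus-defined area of each cell; some results filed as inactive read as strong as hits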
Myeloid diff 2: myeloid differentiation induction; ER-HoxA9 myeloid progenitors, lysozyme-GFP differentiation, flow cytometry; calls only at 10 µM; hit rate 1% among 360,000; AID 624256;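 active = normalized GFP-positive differentiation at or above the plate's own cutoff, the solvent-only control mean plus 3 SD; inconclusive = no clear call, values can overlap the other calls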;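 note: cells exposed to compound for four days before flow analysis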
Dynein cargo inh cytoplasmic EGFP: recorded beside Dynein cargo inh, whose call it bears; z-score; measured here: cytoplasmic GR-EGFP intensity; hits give high values
Dynein cargo inh nuclear GR-EGFP: second read-out of Dynein cargo inh, no call of its own (marks repeat the call); z-score; measured here: nuclear GR-EGFP intensity;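 lower value marks the stronger effect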
Dynein cargo inh cell count: also measured in Dynein cargo inh; calls as there; z-score; measured here: cell count per field
Insulin prom up cell count: second read-out of Insulin prom up, no call of its own (marks repeat the call); cell count; measured here: cytotoxicity, nuclei count;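 total cells summed across four imaged fields per well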
Hep lipid drop cells 6.5 µM: also measured in Hep lipid drop; calls as there; cell count; measured here: cell count, cytotoxicity flag;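 cells counted across two imaged fields per well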
b-catenin transl cell count 5 µM: recorded beside b-catenin transl, whose call it bears; cell count; measured here: cell count, cytotoxicity flag
T cell HTS vesicle-bound %: second read-out of T cell HTS, no call of its own (marks repeat the call); double positive events, %; measured here: CD8+ vesicle-bound cell fraction;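 binding gate set so that unloaded-vesicle control wells show 10% double positive cells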
MT stabilizer Hoechst-high %: also measured in MT stabilizer; calls as there; % Hoechst-high responders; measured here: nuclear condensation Hoechst responders;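 share of cells brighter than vehicle mean plus two SD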
MT stabilizer cytotoxicity %: also measured in MT stabilizer; calls as there; toxicity, %; measured here: cytotoxicity by cell density;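 0% = mean cell density of plate MIN control wells and 100% = no cells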
Myeloid diff 2 GFP+ MAC1+ %: further read-out of Myeloid diff 2, marked with its call; GFP+ MAC1+ double positive, %; measured here: differentiation confirmed by MAC1 staining
* hit, by the source's call; i = inactive; u = inconclusive; x = not tested or not shown.

SMILES | Hep lipid drop | Hep lipid drop cells 6.5 µM | Dynein cargo inh | Dynein cargo inh cytoplasmic EGFP | Dynein cargo inh nuclear GR-EGFP | Dynein cargo inh cell count | Insulin prom up | Insulin prom up cell count | TNAP activation fold | b-catenin transl | b-catenin transl cell count 5 µM | PMI inhibitors | T cell HTS | T cell HTS vesicle-bound % | MT stabilizer | MT stabilizer Hoechst-high % | MT stabilizer cytotoxicity % | Myeloid diff 2 | Myeloid diff 2 GFP+ MAC1+ %
COC(=O)c1ccc(C(=O)OC)c(NC(=O)CS(=O)(=O)Cc2ccccc2)c1 | x | x | -0.25 | -0.14 | -0.35 | 0.17 | 0.69 | 1518 | 1.1 | 2.2 | 1360 | 2% | i | 17 | 2.0 | 1.5 | 6.6 | i | 1.6
Cc1cc(C)c(C#N)c(SCc2ccccc2C)n1 | -9 | 719 | 0.33 | -0.18 | 1.2 | 0.086 | -0.24 | 1136 | 1 | -2.0 | 569 | 17% | i | 34 | 2.9 | 3.4 | 4.4 | i | 0.9
CC1CN(C(=O)C(Sc2ccccc2)c2ccccc2)CC(C)O1 (stereo not drawn) | 1 | 570 | -0.57 | -0.22 | -0.48 | 0.13 | -0.24 | 1570 | 1.1 | -0.5 | 1128 | 11% | i | 42 | 3.6 | 2.2 | 7.1 | i | 0.5
COC(=O)c1[nH]nc(C(=O)OC(C)(C)C)c1-c1ccccc1 | -3 | 635 | -0.6 | -0.26 | -0.67 | 0.35 | -0.35 | 1017 | 0.9 | 0.5 | 512 | 7% | i | 55 | 4.2 | 2.9 | 6.9 | i | 0.5
c1ccc(N2CCN(c3ncccn3)CC2)cc1 | x | x | 0.18 | -0.19 | 0.26 | 0.24 | 1.3 | 1289 | 1.1 | -0.7 | 1516 | 8% | i | 48 | 2.3 | 2.6 | 6.8 | i | 1.9
CCCCn1c(=O)[nH]c(=O)c2c1nc(-c1cc3c(cc1Br)OCO3)n2C | -5 | 718 | -1.3 | -0.071 | -0.82 | 7.7 | -0.88 | 1592 | 1.1 | 0.2 | 1158 | -2% | i | 36 | 2.5 | 2.3 | 7.5 | i | 0.0
C[C@H]1CC[C@H]2C(=O)N[C@H](Cc3ccccc3)C(=O)N2[C@@H]1c1ccccc1 | -4 | 764 | 0.23 | -0.26 | 0.44 | 0.34 | 1.5 | 925 | 1.1 | x | x | -10% | i | 45 | 3.3 | 3.5 | 0.2 | x | x
CCOC(=O)CC1C(=O)NCCN1Cc1cccs1 (stereo not drawn) | 25 | 707 | -0.65 | -0.28 | 0.33 | -0.21 | 0.68 | 1537 | 1.1 | -3.9 | 1108 | -8% | i | 52 | 3.1 | 2.4 | 4.6 | i | 0.2
C/C(=N\NC(=O)C(C)n1nc(C)c([N+](=O)[O-])c1C)c1ccccc1O (stereo not drawn) | 10 | 655 | 1.9 | -0.22 | 1 | -1.5 | -0.31 | 1002 | 1.2 | -1.0 | 987 | -1% | i | 11 | 2.0 | 2.3 | 4.9 | u | x
COc1cccc(/C=N/Nc2ncccc2[N+](=O)[O-])c1OC | 1 | 794 | 2.4 | 0.067 | 1.2 | -2.1 | -0.13 | 1364 | x | 1.1 | 1013 | x | i | 11 | x | x | x | i | 1.3
CCOC(=O)N1CCC(N(CCN(C)C)C(=S)Nc2ccccc2C)CC1 | 6 | 690 | -0.49 | -0.25 | -0.3 | 0.73 | -0.06 | 1476 | 1.1 | -0.7 | 1163 | 11% | i | 39 | 1.1 | 2.1 | 3.5 | i | 0.5
CNS(=O)(=O)c1cnccc1N1CCN(c2cccc(C(F)(F)F)c2)CC1 | x | x | 0.56 | -0.21 | 0.5 | 1.2 | 1 | 1487 | 1 | -3.0 | 1382 | 15% | i | 28 | 2.7 | 1.5 | 3.0 | i | 0.6
FC(F)(F)c1cccc(OCc2noc(-c3ccsc3)n2)c1 | 15 | 733 | 0.34 | -0.18 | 0.034 | -0.32 | x | x | x | 0.2 | 1285 | x | i | 48 | x | x | x | i | 0.8
COc1ccc(OC)c(-n2c(-c3ccc(O)cc3O)n[nH]c2=S)c1 | x | x | 0.31 | 0.12 | 0.19 | 0.34 | 0.27 | 1429 | x | -0.8 | 1331 | x | i | 40 | x | x | x | i | 0.6
COC(=O)C(C)(C(=O)OC)c1ccc(C(F)(F)F)cc1[N+](=O)[O-] | -16 | 631 | 0.7 | -0.33 | 1 | 0.01 | -0.89 | 1545 | 1.9 | -2.8 | 1039 | 4% | i | 42 | 3.1 | 2.2 | 6.2 | i | 0.9
Cc1csc(NC(=O)C2CCCN(S(=O)(=O)c3ccc4c(c3)oc(=O)n4C)C2)n1 (stereo not drawn) | x | x | -0.074 | -0.24 | -0.027 | 0.22 | 0.58 | 1038 | 1.1 | x | x | 13% | i | 52 | 2.9 | 4.5 | 3.4 | i | 3.0
COc1cc(C(=O)Nc2nc(-c3cc(C)ccc3C)c(C)s2)ccc1OCC(=O)Nc1ccc(F)cc1 | 27 | 672 | 0.7 | -0.29 | 0.48 | -0.3 | -1.4 | 1318 | 1.1 | -1.6 | 1075 | 10% | i | 47 | 7.7 | 2.3 | 2.1 | i | 0.3
COc1ccccc1NC(=O)CN(Cc1ccco1)C(=O)c1ccc(Cl)nc1 | -2 | 686 | -0.032 | 0.22 | 0.32 | 0.89 | -0.05 | 1174 | 1 | -2.6 | 1095 | -11% | i | 50 | 3.2 | 2.4 | 22 | i | 0.3
Cc1cc(C)nc(CC(N)=O)n1 | -4 | 760 | 0.72 | -0.25 | 0.77 | 0.32 | 0.23 | 1276 | 1.2 | x | x | 6% | i | 46 | 3.6 | 1.8 | 0.2 | i | 1.0
CCC(=O)Oc1ccc(C(=O)Nc2c[nH]c(=O)[nH]c2=O)cc1 | 1 | 703 | 0.88 | -0.25 | 0.44 | -0.1 | -5 | 558 | 1 | -5.8 | 523 | -5% | i | 7 | 2.8 | 2.4 | 7.7 | i | 0.7
O=C(COC(=O)c1cc(NS(=O)(=O)c2cccs2)ccc1O)Nc1cc(Cl)ccc1Cl | 11 | 696 | 0.16 | -0.29 | -0.075 | 0.24 | x | x | 1 | 3.0 | 905 | -6% | i | 31 | 4.9 | 1.5 | 2.4 | i | 0.2
Cc1cc(C)n(-c2nc(C)nc3sc4c(c23)CCC(C)C4)n1 (stereo not drawn) | 3 | 759 | -0.019 | -0.18 | -0.76 | 0.78 | -0.31 | 1314 | 1.1 | x | x | 7% | i | 12 | 5.1 | 1.5 | 6.2 | i | 5.6
O=C(O)c1cccc(N2C(=O)CCC2=O)c1 | -1 | 689 | -0.81 | -0.81 | -0.26 | 0.18 | -0.19 | 1105 | x | -0.9 | 1349 | x | x | x | x | x | x | x | x
CC(Cl)C(=O)c1c(N)n(C)c(=O)n(C)c1=O (stereo not drawn) | 15 | 785 | 2.7 | 0.76 | 2.3 | -2.4 | 0.37 | 921 | 1.1 | -1.4 | 1165 | 8% | i | 48 | 2.1 | 1.2 | 8.4 | i | 6.6
CC(C)c1ccc(NS(=O)(=O)c2ccc3[nH]cc(C(=O)N4CCC(C(N)=O)CC4)c(=O)c3c2)cc1 | x | x | 0.93 | 0.2 | 0.26 | -0.017 | -0.37 | 1528 | 1.1 | -2.1 | 1439 | 4% | i | x | 1.1 | 1.1 | 5.1 | i | 1.6
CN(C)c1ccc(CN(C(=O)/C=C/c2ccco2)C2CCS(=O)(=O)C2)cc1 (stereo not drawn) | -5 | 760 | -0.34 | -0.17 | -0.056 | 0.51 | -0.17 | 1129 | x | 0.7 | 1357 | x | i | 25 | x | x | x | i | 0.5
Cc1c(F)cccc1NC(=O)CSCC(=O)Nc1ccccc1 | -2 | 778 | 0.2 | 0.27 | -0.085 | 0.23 | 0.09 | 921 | 1 | -4.3 | 1145 | -3% | i | 35 | 1.4 | 1.7 | 8.5 | i | 1.1
O=C(c1ccc(F)cc1)N1CCN(c2cc(=O)[nH]nc2-c2ccccc2)CC1 | x | x | -0.18 | -0.23 | -0.38 | 0.35 | x | x | 1.1 | x | x | 0% | i | 13 | 0.9 | 2.6 | 9.2 | i | 0.4

Full records, looked up by structure. Order of values: Hep lipid drop | Hep lipid drop cells 6.5 µM | Dynein cargo inh | Dynein cargo inh cytoplasmic EGFP | Dynein cargo inh nuclear GR-EGFP | Dynein cargo inh cell count | Insulin prom up | Insulin prom up cell count | TNAP activation fold | b-catenin transl | b-catenin transl cell count 5 µM | PMI inhibitors | T cell HTS | T cell HTS vesicle-bound % | MT stabilizer | MT stabilizer Hoechst-high % | MT stabilizer cytotoxicity % | Myeloid diff 2 | Myeloid diff 2 GFP+ MAC1+ %
Record of O=C(O)c1cccc(N2C(=O)CCC2=O)c1 : -1 | 689 | -0.81 | -0.81 | -0.26 | 0.18 | -0.19 | 1105 | x | -0.9 | 1349 | x | x | x | x | x | x | x | x
Record of Cc1cc(C)n(-c2nc(C)nc3sc4c(c23)CCC(C)C4)n1 (stereo not drawn) : 3 | 759 | -0.019 | -0.18 | -0.76 | 0.78 | -0.31 | 1314 | 1.1 | x | x | 7% | i | 12 | 5.1 | 1.5 | 6.2 | i | 5.6
